Bioassay records deposited in PubChem BioAssay by National Center for Advancing Translational Sciences (NCATS).
B2AR arrestin – beta2AR (human) beta-arrestin recruitment activity. P07550. AID 492947. 0.02% of 330,000 active. beta-arrestin recruitment to beta2AR, cell-based reporter. Potency, µM (series often up to 46.1 µM), for inactives: at the top dose activation, usual class: activators;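 also: potency is read from the fitted curve at half-maximal effect; 0% = DMSO controls and full agonism = EC100 isoproterenol or metaproterenol; nearly all actives have a fitted effect of over 65% in size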
BRCA1 expr act – activators of BRCA1 expression. MCF7-BRCA1-FFLuc reporter, luminescence, 48 h; response scale: scaled: vehicle 0%, 10 µM genistein 100%. Potency, µM (highest dose often 46.1 µM), for the others: top-dose activation, usual class: activators. 1.1% of 380,000 active. AID 624202; also: potency is read from the fitted curve at half-maximal effect; nearly all actives have a fitted effect of over 80% in size; some results filed as inactive show a strong effect at the top dose
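MCF7 cells carrying a BRCA1-firefly luciferase reporter (2000 cells/well, phenol-red free MEM) were attached for 2 h at 37 °C, then given compounds for 48 h. Luminescence was read 15 min after luciferase reagent; activity normalized to genistein (10 microM) and DMSO.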
TSG101-PTAP inh – blocks PTAP/TSG101 interaction to inhibit HIV-1 budding. Q99816. Fluorescence polarization, FITC-PTAP peptide / Tsg101 binding. Potency, µM (highest dose often 115 µM), for inactives: at the top dose activity change, negative = inhibition, actives largely listed as inhibitors. 340,000 tested, under 10 active. AID 493005; active = well fitted inhibition curve with a large enough effect in the main read-out, with a control signal flat, not every such curve was filed as active; inconclusive = small, poorly fitted or top-dose-only effect, or effect the other way, or a change in a side signal; inactive = no such curve, though single readings can be large or run the other way; also: potency is read from the fitted curve at half-maximal effect; % of control where 0% means no effect
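Compounds were pin-transferred onto Tsg101 binding domain (10 uM final) in HEPES pH 7.5 buffer, then FITC-PTAP peptide was added at 50 nM final. After 20 min at RT, polarization reported peptide displacement across a qHTS concentration series.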
p53 reactivator – mutant p53 re-activation in reporter cells; H1299 p53-A138V BP100-luciferase reporter, luminescence, 24 h; Potency, µM (top dose mostly 92.2 µM), without a hit: top-dose activity change, positive = activation, usual class: activators; 0.063% of 320,000 active; AID 504706; also: potency is read from the fitted curve at half-maximal effect; % of control where 0% means no effect; nearly all actives have a fitted effect of over 45% in size
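H1299 (p53-null), stable ts p53-A138V + BP100-Luc; 1000 cells/well, Opti-MEM/10% FBS; cpd 4 pt, 1:5; 24 h, 37 deg C, 5% CO2; detection reagent 10 min RT; luminescence.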
TCR activator – activates T cell receptor signaling. primary human leukocytes, anti-CD3, IL-2 HTRF, 48 h. Potency, µM (top dose mostly 9.22 µM), inactives show at the highest dose activation of IL-2 secretion, usual class: activators. AID 504894. 330,000 tested, under 10 active; also: % of control where 0% means no effect
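Primary human leukocytes receive a-CD3 beads and test compound and are incubated 48 hr. Secreted IL-2 is then assayed by HTRF, measuring 665nm acceptor emission after 320nm excitation of the europium donor.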
CXXC DNA block – MLL CXXC-DNA interaction inhibition; MLL-CXXC / FITC-HOXA9 DNA fluorescence polarization; 0.037% of 290,000 active; Potency, µM (top dose mostly 115 µM), without a hit: at the top dose activity change, negative = inhibition, actives largely listed as inhibitors; AID 2662; active = well fitted inhibition curve with a large enough effect in the polarisation, with a control signal flat, not every such curve was filed as active; inconclusive = small, poorly fitted or top-dose-only effect, or effect the other way, or a change in a side signal; inactive = no such curve, though single readings can be large or run the other way; the % refers to the polarisation; also: potency is read from the fitted curve at half-maximal effect
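Steps: dispense CXXC domain solution (7 uM) → pin compounds or unlabeled HOX-A9 DNA control → 5 min ambient → add FLSN-HOX-A9 solution (50 nM) → spin → 30 min ambient → fluorescence polarization. Tris pH 7.5/NaCl/DTT/BSA buffer.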
Integrin act MD – activators of alpha7 integrin expression for muscular dystrophy | 0.064% of 350,000 active | alpha7betagal myoblasts, beta-gal FDG fluorescence, 48 h | Potency, µM (doses to about 38.3 µM), inactives show at the highest dose activation, usual class: activators | AID 624291;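 also: potency is read from the fitted curve at half-maximal effect; 100% = response of the positive control SU9516; nearly all actives have a fitted effect of over 60% in size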
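alpha7betagal+/- myoblasts (passage 13, 250/well) treated 48 h at 37C with compounds at 1:260 dilution of DMSO stock. Lysed, then beta-galactosidase activity read as FDG fluorescence (ex 480/em 540) after 30 min, with pre-read for autofluorescence.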
TRPV1 agonist – human TRPV1 agonism | Q8NER1 | TRPV1-expressing cells, Fluo-8 calcium influx, agonist mode | activation, % at 8.33 µM | 0.19% of 320,000 active | AID 540275; in the data active = activation above about 80%; inconclusive = between about 30% and that limit; also: 0% is about no effect
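Fluo-8 calcium influx in TRPV1-expressing cells, kinetic read (ex 480/em 520 nm). Compound added and read 3 min for agonist activity, followed by capsaicin at EC20 final and 2 min further read for enhancement.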
A-T KAP1 phos – candidate therapy for ataxia-telangiectasia; 0.19% of 320,000 active; […] A-T fibroblasts, KAP-1 phosphorylation AlphaLISA; neocarzinostatin DNA damage 30 min before lysis; Potency, µM (titrated, usually from 57.5 µM), for inactives: top-dose activation, usual class: activators; AID 485349; also: potency is read from the fitted curve at half-maximal effect; % of control where 0% means no effect; nearly all actives have a fitted effect of over 45% in size
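ATM-like activity read as KAP-1 phosphorylation via AlphaLISA donor/acceptor antibody pairs after lysis and 6 hr at 25C. Cells were ATM-null patient fibroblasts ([…], hTERT), dosed 60 min, then exposed to the DSB inducer NCS for 30 min.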
ELG1 DNA repair – inhibitors of ELG1-dependent DNA repair in HEK293T cells. 2.3% of 330,000 active. Potency, µM (highest dose often 46.1 µM), for the others: top-dose activity change, negative = inhibition, usual class: inhibitors. HEK293T ELG1-luciferase reporter, luminescence, 16 h; DNA damage induced by 5-fluorouridine; also: potency is read from the fitted curve at half-maximal effect; % is scaled to controls: 0 for no effect and ±100 for the full control effect; nearly all actives have a fitted effect of over 55% in size
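DMSO vehicle served as the neutral condition. Each well held 2,000 cells given 5-fluorouridine plus compound; after 16 hr at 37 °C/5% CO2, ONE-Glo was added and luciferase measured 30 min later.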
The depositor's hits bear a star; ? = inconclusive; / = not tested or not shown; [ ] = dose if it differs, or a comment. Unless noted, calls follow the shape of the dose curve; as a rule, active = well fitted curve in the direction sought with a large enough effect; inconclusive = small, poorly fitted or top-dose-only effect, or another doubt; inactive = no such curve, though single readings can be large; an effect the other way counts as inactive or inconclusive.

SMILES	B2AR arrestin	BRCA1 expr act	TSG101-PTAP inh	p53 reactivator	TCR activator	CXXC DNA block	Integrin act MD	TRPV1 agonist	A-T KAP1 phos	ELG1 DNA repair
COc1ccc(NS(=O)(=O)c2cc(NC(=O)/C=C/c3cc(OC)ccc3OC)ccc2N2CCCCC2)cc1	-0.9%	-7.7%	-1.3%	-12.1%	11.0%[46.1 µM]	2.6%	17.0%	-5.4	3.5%	-0.8%
COC(=O)c1ccc(NC(=O)C2CCCN(S(C)(=O)=O)C2)cc1 (configuration not stated)	0.1%	1.7%	0.3%	8.1%	-5.1%	1.5%	2.0%	-0.6	-0.1%	0.6%
O=C(NCC1CCCO1)c1nn2c(C(F)(F)F)cc(-c3ccco3)nc2c1Cl (configuration not stated)	/	-1.7%	?	/	0.3%	/	1.0%	/	/	/
N=c1c(C(=O)NCCN2CCOCC2)cc2c(=O)n3ccccc3nc2n1CCc1ccccc1	0.1%	6.7%	-0.2%	-2.3%	-7.4%	7.1%	?	6.8	6.1%	6.7%
Cc1cccc(C)c1OCCNC(=O)OCc1ccccc1	-1.0%	-11.3%	-5.3%	9.4%	5.7%	-2.8%	-1.9%	?	4.0%	3.8%
CCCc1ncc(C(=O)c2ccc(OC)cc2)n1C	-0.1%	21.0%	5.8%	23.3%	0.1%	-0.4%	-10.5%	0.1	2.5%	15.3%
CSc1cc(CS(=O)(=O)c2ccccc2)nc(-c2ccccc2)n1	0.2%	-12.5%	-1.5%	7.5%	9.0%	26.9%	33.1%	?	6.0%	-4.1%
CCc1ccc(OCC(=O)NNC(=O)c2nn(CC)c(=O)c3ccccc23)cc1	-0.1%	2.1%	0.1%	0.4%	2.9%	6.2%	9.7%	6.9	-4.5%	8.4%
C=CCSc1nc(N)c(C(=O)Nc2ccccc2OC)cc1C(=O)Nc1ccccc1	-0.1%	-10.3%	-1.8%	-1.5%	-17.4%	24.8%	5.5%	-2.5	-0.5%	-11.5%
O=C(NCc1ccccn1)C1CCN(S(=O)(=O)c2cc(Cl)ccc2Cl)CC1	0.0%	-11.1%	1.0%	-3.4%	5.1%	5.6%	-19.8%	29.5	1.2%	?
N#Cc1ccccc1NC(=O)CNc1ccc(Cl)c(C(F)(F)F)c1	3.7%	-47.9%	1.5%	-4.3%	-6.9%[46.1 µM]	-2.3%	-18.4%	7.5	0.0%	-21.0%
O=C(COC(=O)CNC(=O)c1ccc2c(c1)OCO2)Nc1ncc(Cl)cc1Cl	-0.2%	0.0%	-4.3%	1.0%	1.2%	-7.1%	-1.4%	-3.0	-14.3%	?
COc1ccc(C(=O)CSc2nnc(-c3ccco3)n2CC2CCCO2)cc1 (configuration not stated)	0.2%	-2.2%	-6.5%	-0.7%	-0.1%	1.2%	-23.8%	0.5	6.5%	-1.5%
C=CCNc1nc(C(=O)OCC(=O)c2cccc(Br)c2)cs1	-0.1%	-19.0%	1.9%	-1.9%	-1.3%	/	3.8%	-0.1	2.7%	10.9%
O=C(NNc1c(Cl)cc(Cl)cc1Cl)c1cccc([N+](=O)[O-])c1	-0.4%	-21.4%	-0.7%	-2.8%	5.1%[46.1 µM]	0.6%	-8.2%	-1.8	-0.2%	14.1%
O=C(NCCOC(=O)c1cccs1)c1cccnc1	2.9%	-0.5%	-2.3%	2.4%	-4.4%	5.8%	9.8%	0.6	9.9%	16.0%
Oc1[nH]c2ccccc2c1C1=NCCCCC1	0.3%	-10.3%	-3.4%	3.7%	-15.1%	-2.0%	-19.5%	-0.5	1.2%	-12.6%
O=C1NC(=O)C(c2ccc(F)cc2)N1 (configuration not stated)	0.0%	23.3%	0.8%	2.3%	-2.7%	10.6%	36.4%	-0.5	1.6%	?
CCOc1ccc(N(CC(=O)Nc2ccccc2C)S(=O)(=O)c2c(C)[nH]c(=O)[nH]c2=O)cc1	-0.6%	14.7%	-2.6%	1.9%	9.3%	-1.9%	11.2%	-2.0	1.1%	-2.7%
O=C(Nc1ccccc1C(=O)NCc1ccccc1)c1ccccc1	0.2%	-31.3%	/	-5.6%	/	4.5%	-15.0%	23.8	3.9%	?
CC1CCN(C(=O)COC(=O)c2n[nH]c3ccccc23)CC1	-0.9%	?	-0.4%	?	-0.4%	-5.8%	4.9%	-1.5	0.6%	?
CC(C)CCNC(=O)COc1ccc2c(c1)C(=O)CC(C)(C)O2	0.1%	76.8%	0.7%	27.9%	-2.3%	-4.0%	25.8%	12.2	1.2%	?
O=C1CC(SC(=Nc2ccccc2)Nc2ccccc2)C(=O)N1c1cccc(Cl)c1 (configuration not stated)	-1.7%	-73.9%	-8.0%	-2.2%	4.0%	20.9%	-7.0%	22.5	-0.1%	-17.2%
CC(C)(C)C(=O)[C@H]1[C@H](c2ccccc2)[C@@]2(N=C(c3ccccc3)OC2=O)C2c3ccccc3C=NN21 (some centres not stated)	-0.1%	3.4%	-2.2%	1.7%	2.5%	4.9%	19.4%	15.0	-4.4%	?
C=CCOc1ccc(Br)cc1CNC(C)(C)C	-0.7%	-15.3%	0.8%	-1.4%	1.2%	0.6%	10.1%	1.3	2.0%	-1.7%

Additional compounds.
SMILES	B2AR arrestin	BRCA1 expr act	TSG101-PTAP inh	p53 reactivator	TCR activator	CXXC DNA block	Integrin act MD	TRPV1 agonist	A-T KAP1 phos	ELG1 DNA repair
O=C(c1cc2ccccc2o1)N1CCN(S(=O)(=O)c2ccc(Cl)s2)CC1	0.3%	-30.3%	-4.9%	4.6%	0.7%	/	19.0%	?	27.8%	16.4µM*
CC(C(=O)Nc1ccccc1C(=O)N1CCOCC1)N(c1ccc(Cl)cc1)S(C)(=O)=O (configuration not stated)	0.2%	0.0%	-0.6%	-1.2%	-0.7%	-3.3%	-38.9%	-2.5	-1.4%	0.0%
COc1ccc(C(=O)N/N=C(\C)CC(=O)NC2CCCCC2)c(OC)c1	0.2%	28.2%	-8.5%	-4.5%	-1.1%	1.3%	-19.4%	-1.1	-7.5%	0.3%
COc1ccccc1N1C(=O)CCC1(C#N)c1ccccc1 (configuration not stated)	/	-1.7%	-5.1%	/	-45.1%	6.9%	-11.9%	4.4	/	/
CC(Cc1ccccc1)NC(=O)CC(c1ccccc1)c1ccccc1O (configuration not stated)	0.4%	-15.8%	-3.8%	1.8%	-3.4%	1.4%	32.4%	5.2	3.4%	0.8%
Cc1cc(F)c(F)c(C(=O)N2CCCCC2C)c1Cl (configuration not stated)	0.0%	14.7%	-2.4%	7.7%	5.2%	9.6%	49.8%	16.1	-1.3%	?
CCOc1ccc(NC(=O)c2ccc(NS(=O)(=O)c3cccs3)cc2)cc1	-1.0%	2.2%	-0.1%	2.1%	-2.3%	-10.3%	-25.0%	-0.3	5.2%	9.3%
Cn1c(=O)oc2cc(S(=O)(=O)NCc3ccccc3)ccc21	0.2%	-0.8%	-3.6%	-2.6%	/	-0.8%	4.1%	-0.4	/	8.3%
COCCNS(=O)(=O)c1ccc(Cl)c(C(=O)NC2CCN(Cc3ccccc3)CC2)c1	-0.5%	-15.0%	-2.1%	-2.4%	8.6%	8.4%	8.8%	-1.7	4.7%	-3.2%
Cc1ccc(C)c(NC(=O)CCc2c(C)nn(-c3ccc(N4CCCCC4)nn3)c2C)c1	0.0%	38.5%	-6.4%	6.7%	10.4%	-1.1%	0.0%	-5.6	3.5%	?
Cc1ccc(-c2cn(-c3ccccc3)c(SCC(N)=O)n2)cc1C	-0.9%	20.7%	0.0%	25.5%	-11.4%[46.1 µM]	14.5%	-7.8%	16.6	-3.1%	-11.4%
COc1cccc(Oc2ccc(C(F)(F)F)cc2NC(=O)CCc2nc3ccccc3c(=O)[nH]2)c1	0.5%	-61.2%	-4.0%	-2.7%	-2.0%	21.9%	-22.7%	23.4	-7.7%	0.3%
Cc1cc([N+](=O)[O-])nn1CCCC(=O)Nc1c(C)n(C)n(-c2ccccc2)c1=O	-0.6%	-3.4%	-4.1%	2.1%	-5.6%	9.2%	20.5%	1.9	-4.2%	16.6%
Cc1cc(C(=O)O)ccc1-c1ccc(CO)o1	0.2%	-2.8%	0.6%	-3.0%	5.2%	-3.1%	-19.8%	1.1	7.8%	?
COc1ccc(-c2ccc(-c3noc(-c4ccc(OC)c(OC)c4)n3)c(OC)n2)cc1	0.0%	/	/	-4.9%	/	-2.2%	/	-3.0	5.3%	1.4%
COc1cc(/C=C/C(=O)O)cc(S(=O)(=O)Nc2ccc3nc(SC)sc3c2)c1OC	-0.1%	-7.4%	-1.8%	-3.2%	/	6.4%	4.0%	1.0	1.4%	11.2%
CCN(CC(=O)NC1CCS(=O)(=O)C1)S(=O)(=O)c1ccc2ccccc2c1 (configuration not stated)	-0.1%	36.2%	-3.2%	-1.7%	2.8%[46.1 µM]	10.2%	-4.2%	-0.9	2.0%	0.4%
